Screening data from PubChem BioAssay.
IMP-1 inhibitor = blocks Pseudomonas aeruginosa IMP-1 metallo-beta-lactamase; purified IMP-1, nitrocefin hydrolysis, epi-absorbance fluorescence; inhibition, % at 5.6 µM; 290,000 tested, 0.45% active; AID 1556;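 active = inhibition above the mean plus 3 SD of all compounds in the same screening run, cut at about 4.5% in these data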;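 also: 0% = IMP-1 with DMSO and 100% = DMSO wells lacking enzyme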
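assay system = purified recombinant IMP-1 metallo-beta-lactamase enzyme | schedule = 15 min preincubation plus 25 min reaction at 25 °C | signal = Epi-absorbance fluorescence, 480 nm excitation, 530 nm emission | read-out basis = percent inhibition from optical density relative to buffer-blank wells | controls = IMP-1 with DMSO as 0%, enzyme-free DMSO as 100%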
DNA FID counter = counter-screen for HCV NS3 helicase inhibitors: DNA intercalator displacement; DNA fluorescent intercalator displacement, fluorescence; AID 1845; inhibition, % at 7.9 µM; 290,000 tested, 0.17% active; in the data active = inhibition above about 37%;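 also: 0% = vehicle and 100% = reference compound; higher means more ethidium bromide displaced from hairpin DNA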
IDE cell inh = cellular human IDE inhibition; HEK cells, FAbetaB cleavage, fluorescence polarization; inhibition, % at 5.59 µM; 320,000 tested, 0.41% active;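 active = percent inhibition above the average of all tested compounds plus 3 SD, set per screening campaign, cut at about 16% in these data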;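 also: IDE supplied by intact live HEK cells; FP after avidin binding of uncleaved biotin substrate so inhibition keeps polarization high; 0% = DMSO wells and 100% = 60 µM reference IDE inhibitor Ii1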
VIM-2 inhibitor = inhibitors of Pseudomonas aeruginosa VIM-2 metallo-beta-lactamase. purified VIM-2, nitrocefin hydrolysis, epi-absorbance fluorescence. 290,000 tested, 0.89% active. inhibition, % at 5.6 µM;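 active = inhibition above the mean of all tested compounds plus 3 SD, cutoff set per screening run, cut at about 7.5% in these data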;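 also: red hydrolysis product quenches plate fluorescence so inhibitors raise well fluorescence; 0% = enzyme with DMSO and 100% = DMSO without enzyme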
UBC9 SUMO inh = SUMOylation inhibition; P63279; AID 2006; inhibition, % at 35 µM; HTRF SUMOylation assay, SAE1/SAE2 + UBC9, in vitro; 290,000 tested, 0.36% active; in the data active = inhibition above about 50%, passing the limit was not always enough; also: strong numbers were not always called active
Target sequence (P63279 whole entry, looked up): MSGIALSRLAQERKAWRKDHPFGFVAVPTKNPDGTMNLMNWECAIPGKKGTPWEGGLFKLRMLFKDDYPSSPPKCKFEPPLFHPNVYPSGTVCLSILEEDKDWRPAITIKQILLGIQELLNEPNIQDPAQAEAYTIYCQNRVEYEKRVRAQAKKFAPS
p-CIP stab down = compounds decreasing mouse p/CIP protein stability; Q05BA5; F442A p/CIP-EGFP cells, EGFP fluorescence, 16 h; decrease of EGFP signal, % at 10 µM; 290,000 tested, 0.01% active; AID 1984;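 active = EGFP signal decrease of at least 30% at 10 µM or well 3 SD below plate mean, unless failing retest; inactive = the rest, including hits failing retest or dose response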; also: some compounds called inactive have numbers as strong as hits; many of its hits are not listed in these tables
M18AAP inhibitor = blocks P. falciparum M18 aspartyl aminopeptidase. recombinant PfM18AAP, H-Glu-NHMec fluorogenic cleavage. inhibition, % at 7.35 µM. 290,000 tested, 1.2% active;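 active = inhibition above the campaign mean inhibition over all tested compounds plus 3 SD, cut at about 28% in these data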;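 also: 0% = plate median of test compound wells and 100% = 2 mM ZnCl2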
NS3 helicase inh = blocks Hepatitis C virus NS3 helicase unwinding. inhibition, % at 10.9 µM. NS3 helicase DNA unwinding, Cy5 molecular beacon fluorescence. 290,000 tested, 0.56% active;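 active = inhibition above the mean of all tested compounds plus 3 SD, set per campaign, cut at about 35% in these data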;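 also: 0% = DMSO wells and 100% = thioflavine S control wells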
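Measured by: Cy5 fluorescence, 0 and 60 min reads / Assay system: NS3 helicase fragment of HCV / Control set: low DMSO, high thioflavine S at 110 µM / Times: 1 h reaction at 25 °C, ATP-initiated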
IDE cell activ = boosts human insulin-degrading enzyme activity in HEK cells; P14735; FAbeta-B cleavage, fluorescence polarization; 0% vehicle, 100% cell-free pure enzyme wells; activation, % at 5.96 µM; 340,000 tested, 0.073% active;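 active = activation above the mean of all tested compounds plus 3 SD, set per screening campaign, cut at about 17% in these data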
The depositor's hits bear a star; x = not tested or not shown; & = joins results of further samples.

SMILES | IMP-1 inhibitor | DNA FID counter | IDE cell inh | VIM-2 inhibitor | UBC9 SUMO inh | p-CIP stab down | M18AAP inhibitor | NS3 helicase inh | IDE cell activ
CCCCCCCCCCCCCCCC(O)C(N)CO (stereo not drawn) | -0.2 | 4 | -2 | -1.3 | 8 | -2 | 2 | -77 | 2
O=C(c1ccccn1)N(Cc1cccs1)C1(C(=O)NC2CCCCC2)CCCCC1 | -3.6 | -5 | 1 | -2.7 | 4 | 20 | 5 | 1 | 0
Nc1c2ccccc2nc2ccccc12 | -2.4 | 51* | 4&4 | 3.2 | 13 | -3 | 3 | 25 | -3
O=C(O)c1cc(=O)c2ccccc2o1 | -2.8 | 5 | 1 | -2.7 | -3 | -11 | 4 | 5 | -1
CCN(CCCCOC(=O)c1ccc(OC)c(OC)c1)C(C)Cc1ccc(OC)cc1 (stereo not drawn) | -3.7 | 13 | 0 | -1.5 | -11 | -2 | -2 | -6 | 8
Cc1nc2c3ccccc3nc(NNC(=O)CCC(=O)N3CCN(c4ccccc4F)CC3)n2n1 | -0.8 | -42 | 0 | -2.9 | -6 | -5 | 4 | 6 | 6
CC(C)NNC(=O)c1ccncc1 | 0.3 | 0 | 1 | -0.4 | 5 | -6 | -1 | -2 | 2
O=C(O)Cc1cn(-c2ccccc2)nc1-c1ccc(Cl)cc1 | -0.7 | -32 | -3 | 0.1 | -10 | 12 | -2 | 30 | 3
CN[C@@H]1[C@H](O)[C@H](NC)[C@H]2O[C@@]3(O)C(=O)C[C@@H](C)O[C@H]3O[C@@H]2[C@H]1O | -1.3 | 0 | 1 | -2.0 | 17 | 1 | -4 | -17 | 0
COc1ccc(-c2oc3c(CC=C(C)C)c(O[C@@H]4O[C@H](CO)[C@@H](O)[C@H](O)[C@H]4O)cc(O)c3c(=O)c2O[C@@H]2O[C@@H](C)[C@H](O)[C@@H](O)[C@H]2O)cc1 | 0.1 | -37 | 6 | 3.4 | 15 | 8 | 7 | 1 | x

Rewritten as labelled records: part of the list above.
> CC(C)NNC(=O)c1ccncc1
  IMP-1 inhibitor: 0.3
  DNA FID counter: 0
  IDE cell inh: 1
  VIM-2 inhibitor: -0.4
  UBC9 SUMO inh: 5
  p-CIP stab down: -6
  M18AAP inhibitor: -1
  NS3 helicase inh: -2
  IDE cell activ: 2
> Nc1c2ccccc2nc2ccccc12
  IMP-1 inhibitor: -2.4
  DNA FID counter: 51*
  IDE cell inh: 4&4
  VIM-2 inhibitor: 3.2
  UBC9 SUMO inh: 13
  p-CIP stab down: -3
  M18AAP inhibitor: 3
  NS3 helicase inh: 25
  IDE cell activ: -3
> O=C(c1ccccn1)N(Cc1cccs1)C1(C(=O)NC2CCCCC2)CCCCC1
  IMP-1 inhibitor: -3.6
  DNA FID counter: -5
  IDE cell inh: 1
  VIM-2 inhibitor: -2.7
  UBC9 SUMO inh: 4
  p-CIP stab down: 20
  M18AAP inhibitor: 5
  NS3 helicase inh: 1
  IDE cell activ: 0

The results go on:
SMILES | IMP-1 inhibitor | DNA FID counter | IDE cell inh | VIM-2 inhibitor | UBC9 SUMO inh | p-CIP stab down | M18AAP inhibitor | NS3 helicase inh | IDE cell activ
CN(C)S(=O)(=O)n1cc(/C=C(\NC(=O)c2ccccc2)C(=O)NCCCn2ccnc2)c2ccccc21 | -1.7 | 21 | 5 | -5.8 | -4 | -5 | 9 | -18 | 4
CCCC(=O)O[C@]1(C(=O)CCl)[C@@H](C)C[C@H]2[C@@H]3CCC4=CC(=O)C=C[C@]4(C)[C@@]3(F)C(=O)C[C@@]21C | -1.0 | -39 | 5 | -3.7 | -18 | -1 | 3 | -14 | -1
CCCC1(c2ccccc2)NC(=O)N(CC(=O)N(C)Cc2c(F)cccc2Cl)C1=O (stereo not drawn) | -1.9 | -34 | -1 | -0.3 | -4 | -14 | 5 | 2 | 1
COc1ccc(C(=O)c2ccccc2)c(O)c1 | -1.9 | 0 | 2 | -1.4 | -6 | -16 | 1 | 2 | -1
CCN(CC)CC1CCCCN1CC(=O)N1c2ccccc2C(=O)Nc2cccnc21 (stereo not drawn) | -1.6 | 0 | -1 | -3.2 | 12 | 0 | 3 | -5 | x
N=c1nc(N2CCCCC2)cc(N)n1O | -2.8 | 0 | 8&5 | 0.2 | 27 | -5 | -9 | -4 | -2&-1
O=C1NC(=S)S/C1=C\C=C\c1ccc([N+](=O)[O-])o1 | -0.7 | -7 | x | 2.8 | 86* | -25 | 15 | 21 | 0
O=C(NC1CCN(CCc2c[nH]c3ccccc23)CC1)c1ccccc1 | -3.2 | 6 | 6 | -2.5 | -13 | 3 | -2 | 4 | 0
CCCOc1ccc2nc(NC(=O)OC)[nH]c2c1 | -0.5 | 0 | x | 0.8 | -13 | -12 | 6 | -2 | x
Cc1scc2c1N(C(=O)CN1CCN(C)CC1)c1ccccc1NC2=O | -0.1 | 1 | 4 | -0.7 | 16 | -18 | -9 | 0 | -1

Remaining list, next part
SMILES | IMP-1 inhibitor | DNA FID counter | IDE cell inh | VIM-2 inhibitor | UBC9 SUMO inh | p-CIP stab down | M18AAP inhibitor | NS3 helicase inh | IDE cell activ
CC(C)(C)NCC(O)COc1cccc2c1C[C@H](O)[C@H](O)C2 (stereo partly drawn) | -2.8 | -2 | 0 | -2.6 | 17 | -5 | -13 | 4 | 4
COc1cc(C2Oc3cc(C4Oc5cc(O)cc(O)c5C(=O)C4O)ccc3OC2CO)ccc1O (stereo not drawn) | -3.7 | -7 | -1 | -1.1 | -17 | -14 | -2 | 3 | 2
CCCCN(CCCC)CCCOC(=O)c1ccc(N)cc1 | -2.8 | 2 | -2 | -2.8 | 20 | -4 | 2 | -5 | 5
CCC(C(=O)Nc1ccccc1N1CCCC1)c1ccccc1 (stereo not drawn) | -2.2 | -30 | 5 | -1.8 | 6 | -17 | 12 | 0 | 0
CC1(C)O[C@@H]2C[C@H]3[C@@H]4C[C@H](F)C5=CC(=O)C=C[C@]5(C)[C@@]4(F)[C@@H](O)C[C@]3(C)[C@]2(C(=O)CO)O1 | -3.5 | -11 | 1 | -1.5 | -15 | -8 | -2 | -4 | 3
Cc1c(C)n(Cc2ccccc2)c2ccc(C(=O)OCCN(C)C)cc12 | -2.2 | 29 | 0 | -3.7 | -3 | 7 | 4 | -60 | -3
CN(C)CCCSc1ccccc1NC(=O)/C=C/c1ccccc1 | -2.6 | 16 | 6 | -1.3 | 2 | -2 | 1 | -12 | x
COc1cc(N)c(Cl)cc1C(=O)N[C@@H]1CCN(CCCOc2ccc(F)cc2)C[C@@H]1OC | -2.6 | 22 | x | -1.4 | -11 | -18 | 1 | -13 | x
CC(=O)Oc1ccc2c(C)cc(=O)oc2c1 | -2.7 | 1 | 5 | -0.8 | 28 | -5 | -1 | 0 | 5
CCCC(=O)O[C@]1(C(=O)COC(C)=O)CC[C@H]2[C@@H]3C[C@H](F)C4=CC(=O)C=C[C@]4(C)[C@@]3(F)[C@@H](O)C[C@@]21C | 0.3 | -42 | -2 | -2.5 | -23 | 7 | -1 | -11 | -4
C/C(=N\NC(=S)NCc1ccccc1)C1CCCCC1 | -2.9 | -5 | 0 | -2.7 | 2 | -5 | 15 | 1 | 7

Only part of the results is shown. The share of hits here may be higher or lower than overall.
